CHO parental Ca – signal in parental CHO cells, OX1R antagonist counter-screen | parental CHO-K1, ATP-induced calcium, Fluo-8 fluorescence | actives 0.63% (n = 330,000) | inhibition, % at 5.6 µM;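 active means inhibition above that plate's mean sample inhibition plus 3 SD, cut at about 26% in these data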;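 further: 0% = ATP-challenged DMSO wells and 100% = DMSO wells without ATP; some compounds past the cut are filed as inactive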
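Test system: untransfected parental CHO cell line. Compound: one dose, 5.6 µM nominal. Detection: intracellular calcium via Fluo-8 no-wash fluorescent dye. Measure: % inhibition. Benchmarks: ATP-challenged DMSO wells low, unchallenged DMSO wells high.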
V1aR counter – activates human V1a receptor in oxytocin agonist counter-screen; P37288; CHO-V1R cells, Fluo-8 calcium fluorescence, agonist mode; 0% DMSO, 100% 3 nM vasopressin; actives 0.25% (n = 320,000); activation, % at 3 µM;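 active means activation above the mean activation of all tested compounds plus 3 SD, per screening run, cut at about 20% in these data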;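 further: signal is peak over basal fluorescence ratio across a 100 second FLIPR read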
Target sequence (P37288 whole entry, looked up): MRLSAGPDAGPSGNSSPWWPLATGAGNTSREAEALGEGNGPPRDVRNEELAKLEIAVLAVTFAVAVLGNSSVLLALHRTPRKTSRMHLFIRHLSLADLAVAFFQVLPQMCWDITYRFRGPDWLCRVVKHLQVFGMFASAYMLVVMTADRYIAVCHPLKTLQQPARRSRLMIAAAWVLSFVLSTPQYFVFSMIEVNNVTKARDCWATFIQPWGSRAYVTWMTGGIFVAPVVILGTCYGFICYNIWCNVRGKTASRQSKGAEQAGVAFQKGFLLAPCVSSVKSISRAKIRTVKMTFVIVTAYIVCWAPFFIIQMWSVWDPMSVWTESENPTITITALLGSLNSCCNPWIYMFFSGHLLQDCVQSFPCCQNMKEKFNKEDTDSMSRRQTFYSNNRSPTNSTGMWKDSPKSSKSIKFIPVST
OXTR potentiator – potentiates the human oxytocin receptor response. CHO-OTR cells, Fluo-8 calcium fluorescence, potentiator mode; 0% = oxytocin EC15, 100% = EC100. P30559. actives 0.061% (n = 320,000). activation, % at 3 µM;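 active means activation above that plate's cutoff, the mean activation of tested compounds plus 3 SD, cut at about 6.6% in these data, passing the limit was not always enough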;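 further: 100% uses oxytocin at 75 nM as the full agonist control; some results filed as inactive read as strong as hits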
Target sequence (P30559 whole entry, looked up): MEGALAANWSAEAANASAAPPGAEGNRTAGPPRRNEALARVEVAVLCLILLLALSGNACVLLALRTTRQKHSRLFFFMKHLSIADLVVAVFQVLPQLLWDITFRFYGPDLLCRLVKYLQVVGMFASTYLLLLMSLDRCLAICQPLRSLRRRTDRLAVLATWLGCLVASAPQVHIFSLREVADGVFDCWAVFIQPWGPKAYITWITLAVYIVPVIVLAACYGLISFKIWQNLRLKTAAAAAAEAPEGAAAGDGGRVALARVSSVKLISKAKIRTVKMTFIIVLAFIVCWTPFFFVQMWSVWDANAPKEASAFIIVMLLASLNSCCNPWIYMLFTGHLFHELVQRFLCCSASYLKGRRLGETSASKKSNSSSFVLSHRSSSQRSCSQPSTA
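Replication – single well per compound, singlicate · Assay system – CHO cell line stably expressing human OTR · Timing – 6 min pre-incubation, 100 s read · Measure – normalized max/min fluorescence ratio, % activation · Doses – 3.0 µM, one dose · Detection – Fluo-8 calcium dye fluorescence · Probe or stimulus – oxytocin near EC15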
M1 PAM – positive allosteric modulators of human M1 muscarinic receptor | P11229 | CHO-K1 hM1, Fluo-8 calcium fluorescence, ACh EC20; 0% = ACh EC20, 100% = maximal ACh | activation, % at 3 µM | actives 0.088% (n = 360,000) | AID 588819; in the data active means activation above about 19%, passing the limit was not always enough
OXTR ag – activates the human oxytocin receptor. P30559. CHO-OTR cells, Fluo-8 calcium fluorescence; normalized: DMSO 0%, oxytocin 100%. activation, % at 3 µM. actives 0.32% (n = 320,000). AID 2435;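 active means activation above the mean of all tested compounds plus 3 SD, cutoff set per screening run, cut at about 20% in these data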;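 further: peak over basal fluorescence ratio from a 100 s FLIPR kinetic read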
TAAR1 antag – antagonists of human TAAR1; actives 1.5% (n = 360,000); Q96RJ0; inhibition, % at 3 µM; CHO RD-HGA16 TAAR1, Fluo-8 calcium fluorescence, antagonist;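 active means inhibition above a per-plate cutoff, the mean inhibition of test compounds on that plate plus 3 SD, cut at about 49% in these data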;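 further: 0% = DMSO plus EC80 beta-PEA response and 100% = DMSO alone without agonist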
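Assay system: RD-HGA16 CHO cells with stable hTAAR1 and Gα16 / Reagent: EC80 β-phenethylamine stimulus / Doses: 3 µM, single point / Timing: dye loading 75 min at 37 °C, then 30 min room temperature / Measured by: Fluo-8 intracellular calcium dye fluorescence, real-time kinetic reads / Controls: vehicle wells and EC80 agonist wells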
CHRM1 agonist – agonists of human M1 muscarinic receptor; CHO-K1 hM1, Fluo-8 calcium fluorescence, agonist mode; 0% DMSO, 100% acetylcholine EC100; AID 588814; activation, % at 3 µM; P11229; actives 0.33% (n = 360,000);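 active means activation above the run's mean compound activation plus 3 SD, cut at about 16% in these data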;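 further: peak over basal fluorescence ratio within a 140 s kinetic read after compound addition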
TAAR1 agonist – agonists of human TAAR1; Q96RJ0; CHO RD-HGA16 TAAR1, Fluo-8 calcium fluorescence; vehicle wells 0%, saturating PEA agonist 100%; activation, % at 3 µM; actives 0.99% (n = 360,000); AID 624467;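 active means activation above the mean activation of all test compounds in the run plus 3 SD, cut at about 38% in these data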
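System: CHO-derived RD-HGA16 cells with stable Gα16 and human TAAR1. Times: 17-24 h plating, Fluo-8 75 min 37 °C, 30 min RT. Measured by: calcium-sensitive Fluo-8 signal, excitation 470-495, emission 515-575 nm. Read-out basis: % activation relative to PEA EC100 response. Control set: DMSO and PEA EC100. Repeats: no replicates (n 1).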
CHRM1 antagonist – antagonists of human M1 muscarinic receptor; P11229; CHO-K1 hM1, Fluo-8 calcium fluorescence, ACh EC80 antagonist; inhibition, % at 3 µM; actives 1.3% (n = 360,000); AID 588852;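 active means percent inhibition above its own plate's cutoff, namely the mean of that plate's compound wells plus 3 SD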;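 further: peak over basal fluorescence ratio during 140 s after agonist addition; 0% = ACh EC80 plus DMSO and 100% = DMSO alone without agonist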
Starred values were filed as active, the others as inactive; / = no result given.

Codes – A = CHO parental Ca; B = V1aR counter; C = OXTR potentiator; D = M1 PAM; E = OXTR ag; F = TAAR1 antag; G = CHRM1 agonist; H = TAAR1 agonist; I = CHRM1 antagonist
CC(=O)c1cccc(N(C(=O)Cn2nnc3ccccc32)C(C(=O)NCc2ccccc2)c2ccccn2)c1 (stereo not given)
  A = -21	B = -0.1	C = 0	D = 2	E = -1.5	F = -4	G = -7	H = 1	I = -4
O=C1NCCCCC1NS(=O)(=O)c1ccccc1 (stereo not given)
  A = 2	B = 1.4	C = -5	D = 16	E = 0.8	F = -1	G = 4	H = -1	I = -10
CC(=O)c1ccc(NC(=O)C(C)Sc2n[nH]c(-c3cccnc3)n2)cc1 (stereo not given)
  A = -7	B = 0.1	C = 0	D = 6	E = 0.4	F = 5	G = -6	H = 1	I = 0
COC(=O)c1ccc(COc2nc(C)cc(C)c2C#N)o1
  A = -10	B = -0.9	C = 2	D = 2	E = 0.4	F = -15	G = -7	H = 16	I = -12
CN(CC(=O)Nc1ccc(F)c(F)c1F)C(=O)Cc1ccc(S(=O)(=O)N2CCOCC2)s1
  A = /	B = /	C = /	D = 8	E = /	F = 3	G = -4	H = 0	I = -6
COC(=O)c1cc2oc(C)cc2n1CC(=O)Nc1cc(C)cc(C)c1
  A = -12	B = -0.2	C = -4	D = -5	E = -1.6	F = -15	G = -6	H = -1	I = 6
C[C@]12c3[nH]c4ccc(Cl)cc4c3CCN1C(=O)[C@@H](CC(=O)NCCC1=CCCCC1)C[C@@H]2C(=O)N1CCOCC1
  A = -25	B = /	C = /	D = 6	E = /	F = 15	G = -6	H = 31	I = -16
O=C(Nc1ccc(N2CCN(C(=O)c3cccs3)CC2)cc1)c1ccc(F)cc1
  A = 2	B = 2.2	C = 0	D = 1	E = 1.5	F = -17	G = -1	H = 5	I = -2
O=C(CN1CCCC1)Nc1ccc([N+](=O)[O-])cc1
  A = -19	B = 0.0	C = -8	D = 6	E = 1.0	F = 7	G = -6	H = 9	I = 8
CS(=O)(=O)N(CC(=O)N1CCc2ccccc2C1)c1ccccc1Br
  A = -20	B = 1.1	C = -13	D = 5	E = 0.5	F = -5	G = -7	H = 3	I = -16
CCOC(=O)N1CCC(NC(=O)C2CCN(S(=O)(=O)c3cccc4cccnc34)CC2)CC1
  A = -3	B = -0.3	C = -8	D = /	E = -0.3	F = /	G = /	H = /	I = /
Clc1ccc(OCc2cc(-c3ccccc3)no2)c(Cl)c1
  A = -13	B = 0.8	C = -4	D = -4	E = 0.5	F = 10	G = -7	H = 15	I = -4
CC(=O)c1c(O)c(C)c(O)c2c1OC1=CC(=O)C(C(C)=O)C(=O)[C@@]12C (stereo not given in full)
  A = /	B = /	C = /	D = 12	E = /	F = -18	G = 2	H = 3	I = 3
CCOc1cc(CNc2ccc(O)cc2)cc(Br)c1OCc1ccccc1F
  A = -2	B = -1.7	C = -10	D = 3	E = -2.5	F = /	G = -4	H = /	I = 2
COc1c(C=O)c2c(c(OC)c1OC)-c1ccc(OC)c(=O)cc1C(NC(C)=O)CC2 (stereo not given)
  A = /	B = /	C = /	D = 15	E = /	F = -32	G = -1	H = 1	I = -25

Single records, as listed above.
CCOC(=O)N1CCC(NC(=O)C2CCN(S(=O)(=O)c3cccc4cccnc34)CC2)CC1 as listed: CHO parental Ca = -3; V1aR counter = -0.3; OXTR potentiator = -8; M1 PAM = /; OXTR ag = -0.3; TAAR1 antag = /; CHRM1 agonist = /; TAAR1 agonist = /; CHRM1 antagonist = /
CCOc1cc(CNc2ccc(O)cc2)cc(Br)c1OCc1ccccc1F as listed: CHO parental Ca = -2; V1aR counter = -1.7; OXTR potentiator = -10; M1 PAM = 3; OXTR ag = -2.5; TAAR1 antag = /; CHRM1 agonist = -4; TAAR1 agonist = /; CHRM1 antagonist = 2
O=C1NCCCCC1NS(=O)(=O)c1ccccc1 (stereo not given) as listed: CHO parental Ca = 2; V1aR counter = 1.4; OXTR potentiator = -5; M1 PAM = 16; OXTR ag = 0.8; TAAR1 antag = -1; CHRM1 agonist = 4; TAAR1 agonist = -1; CHRM1 antagonist = -10

An excerpt of these results, bar-delimited:
SMILES | CHO parental Ca | V1aR counter | OXTR potentiator | M1 PAM | OXTR ag | TAAR1 antag | CHRM1 agonist | TAAR1 agonist | CHRM1 antagonist
CC(=O)c1c(O)c(C)c(O)c2c1OC1=CC(=O)C(C(C)=O)C(=O)[C@@]12C (stereo not given in full) | / | / | / | 12 | / | -18 | 2 | 3 | 3
CCOc1cc(CNc2ccc(O)cc2)cc(Br)c1OCc1ccccc1F | -2 | -1.7 | -10 | 3 | -2.5 | / | -4 | / | 2
COc1c(C=O)c2c(c(OC)c1OC)-c1ccc(OC)c(=O)cc1C(NC(C)=O)CC2 (stereo not given) | / | / | / | 15 | / | -32 | -1 | 1 | -25

(further entries)
Codes – A = CHO parental Ca; B = V1aR counter; C = OXTR potentiator; D = M1 PAM; E = OXTR ag; F = TAAR1 antag; G = CHRM1 agonist; H = TAAR1 agonist; I = CHRM1 antagonist
COc1cc(-c2nc3ccccn3c2/N=C/c2cccc(OC)c2O)ccc1O
  A = 2	B = 0.4	C = 1	D = 5	E = 0.5	F = -3	G = -6	H = 5	I = -6
COc1ccc(S(=O)(=O)N(CC(=O)N2CCOCC2)c2cc(Cl)ccc2OC)cc1OC
  A = -2	B = 1.5	C = -8	D = 1	E = 0.0	F = 6	G = -1	H = 11	I = -14
O=C(NCc1ccccc1F)C(c1ccccc1)c1ccccc1
  A = -13	B = -1.3	C = -7	D = -3	E = -2.2	F = -7	G = -9	H = 6	I = 4
O=C(Nc1nnc(CC(=O)N2CCOCC2)s1)c1cccs1
  A = 8	B = 2.4	C = -9	D = 0	E = -0.2	F = 12	G = -2	H = 3	I = -21
C/C=C(/C)C(=O)Nc1cccc(C2=NOC3(C2)C[C@@H](C(N)=O)N(C(=O)c2ccc(OC)cc2)C3)c1 (stereo not given in full)
  A = -5	B = -0.1	C = -6	D = -2	E = 2.9	F = 2	G = -5	H = 10	I = 9
CC1CCCC(NC(=O)CN2CCN(Cc3ccc(Cl)cc3)C2=O)C1C (stereo not given)
  A = -18	B = 5.5	C = -19	D = 1	E = 3.2	F = -7	G = -3	H = 11	I = -12
Cc1cccc(N(CC(=O)NC2CCCC2)C(=O)CCC(=O)Nc2ccccn2)c1
  A = -12	B = 1.8	C = -11	D = 5	E = 0.4	F = -21	G = -3	H = -1	I = -5
Cc1ccccc1OCc1nnc(SCC(=O)Nc2ccc(N3CCOCC3)c(Cl)c2)n1C
  A = -28	B = 0.7	C = 0	D = 12	E = -0.3	F = 1	G = -7	H = 6	I = -10
O=[N+]([O-])c1ccc(N/N=C2/CCCCC2c2ccccn2)c([N+](=O)[O-])c1 (stereo not given)
  A = -3	B = -0.4	C = -11	D = 0	E = -0.9	F = -9	G = -4	H = 4	I = -1
CN(CC(=O)Nc1cccc(F)c1)C(=O)C1=COCCO1
  A = -6	B = 0.5	C = -9	D = 5	E = -0.6	F = -12	G = -3	H = 0	I = -5
CCCCn1c(N)c(N(CC(C)C)C(=O)c2cccc(-n3cnnn3)c2)c(=O)[nH]c1=O
  A = -25	B = -0.9	C = 4	D = -1	E = -0.6	F = -9	G = -3	H = 0	I = 6
COC(=O)c1c(C)oc2ccc(OC(=O)N3CCOCC3)cc12
  A = -1	B = 1.0	C = -7	D = 5	E = -1.1	F = -3	G = -4	H = -1	I = -21
Cc1cccc(C)c1OCC(O)CN1CCN(c2ccccn2)CC1 (stereo not given)
  A = -8	B = 0.2	C = -16	D = 6	E = 0.1	F = 8	G = -6	H = 1	I = 0
Nc1c(C(=O)O)sc2nc(-c3ccccc3)c3c(c12)CCCC3
  A = -9	B = -0.2	C = -7	D = 1	E = -1.0	F = 1	G = -6	H = 0	I = 9
Cc1ccccc1Sc1c(C#N)c(-c2ccccc2)nn1C
  A = -4	B = 1.4	C = -6	D = -4	E = 1.8	F = 20	G = -3	H = 0	I = -20

New compounds follow.
Codes – A = CHO parental Ca; B = V1aR counter; C = OXTR potentiator; D = M1 PAM; E = OXTR ag; F = TAAR1 antag; G = CHRM1 agonist; H = TAAR1 agonist; I = CHRM1 antagonist
C=C[C@@H]1c2ccccc2N(S(=O)(=O)c2ccc(C)cc2)[C@H](c2ccccc2C(F)(F)F)C1(C#N)C#N
  A = -8	B = -0.6	C = -7	D = 8	E = -0.6	F = -2	G = -3	H = 3	I = -4
Cn1cc(S(=O)(=O)NCC2CCCO2)c(=O)n(C)c1=O (stereo not given)
  A = -13	B = 1.4	C = 3	D = 2	E = 1.5	F = 10	G = -1	H = 0	I = -20
C=CCOC(=O)C1=C[C@@H](c2coc3ccccc3c2=O)[C@H](CCCO)[C@@H](OCC)O1
  A = -8	B = 0.2	C = -9	D = 6	E = -0.8	F = 6	G = -1	H = 6	I = -7
CC(C)CNS(=O)(=O)c1ccc(CCC(=O)N2CCN(Cc3ccccc3)CC2)cc1
  A = -31	B = 3.9	C = -8	D = 1	E = 3.5	F = -1	G = -3	H = 13	I = -11
Cc1ccc(NC(=O)c2cccc(S(=O)(=O)N3CCN(c4ccccc4)CC3)c2)nc1
  A = -8	B = 3.0	C = -11	D = 0	E = 0.3	F = 22	G = 1	H = 2	I = -11
COc1ccc(-c2nnc(NC(=O)Cc3ccccc3)s2)c(OC)c1
  A = -16	B = -0.9	C = -5	D = 2	E = 4.3	F = -14	G = -3	H = 0	I = -2
Cc1onc(-c2c(Cl)cccc2Cl)c1C(=O)NCCc1ccncc1
  A = -5	B = 2.0	C = -10	D = 7	E = 0.1	F = -18	G = -4	H = 1	I = -6
Cc1cccc(NS(=O)(=O)c2ccc3c(c2)oc(=O)n3C)c1C
  A = /	B = /	C = /	D = -9	E = /	F = 7	G = -6	H = 1	I = 16
Cc1ccc(CSc2ncnc3c2cnn3Cc2ccccc2)cc1C
  A = -10	B = -1.4	C = 4	D = 4	E = 0.3	F = 12	G = -2	H = 8	I = -5
COc1ccc(C2CC(c3ccncc3)=NN2c2ccc(S(N)(=O)=O)cc2)cc1 (stereo not given)
  A = -16	B = /	C = /	D = 2	E = /	F = -10	G = -2	H = 5	I = -8

Compound activity from PubChem.
